High-throughput results as filed in PubChem BioAssay.
GAA glycogen – qHTS Assay for Inhibitors and Activators of Human alpha-Glucosidase Cleavage of Glycogen; recombinant GAA, glycogen substrate, Amplex Red glucose oxidase fluorescence; Potency, µM (series often up to 76.4 µM), without a hit: at the top dose activity change, negative = inhibition, hits mostly inhibitors; 300,000 tested, 0.38% active; active = well fitted inhibition curve with a large enough effect; inconclusive = small, poorly fitted or top-dose-only effect, or another doubt; inactive = no such curve, though single readings can be large or run the other way;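 note: 0% = full enzyme reaction and -100% = no-enzyme basal signal; the screen sought inhibitors and activators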
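Natural-substrate format: glycogen cleavage by 4 nM human enzyme, glucose read by Amplex Red coupling (Ex 573, Em 610 nm). Normalized to enzyme and no-enzyme controls.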
* = called active by the depositor; [ ] = remark or other dose. Potency is the fitted concentration of half-maximal effect.

`CCN1C(=O)c2ccccc2Sc2ccc(C(=O)NC(C)C)cc21` gave GAA glycogen -3%.
COc1ccc(CCC(=O)NNC(=O)c2cc(Cl)ccc2OC)cc1OC was read as GAA glycogen 2%[76.3 µM].
Screening CCOC(=O)Nc1ccc2c(c1)N(C(=O)CN(C)C)c1ccccc1CC2 returned GAA glycogen 2%[76.3 µM].
For Cc1cccn2c(=O)c3cc(C(=O)NC4CCCC4)c(=N)n(CC4CCCO4)c3nc12 (centres undefined) the results were GAA glycogen 11%.
`CC(=O)c1cccc(NC(=O)/C(=C\c2ccco2)NC(=O)c2ccco2)c1` gave GAA glycogen 2%[76.3 µM].
Screening COc1ccc(CC(=O)N2CCN(c3ccccc3OC)CC2)cc1 returned GAA glycogen 2%.
O=C(CCCOc1cccc(Br)c1)NC1CCC(O)CC1 (centres undefined) was read as GAA glycogen -10%[76.3 µM].
CCCCCC/C=N/Nc1nnc(Cc2ccc(OC)c(OC)c2)c(=O)[nH]1 was read as GAA glycogen -19%.
Cc1nc(COc2ccc(C(=O)Nc3ccccc3N3CCOCC3)cc2)cs1 was read as GAA glycogen -3%.
For O=C(NN1CCOCC1)c1ccccc1F the results were GAA glycogen -1%[76.3 µM].
Screening CN(C)C(=O)CN1C(=O)NC(c2ccccc2)(c2ccccc2)C1=O returned GAA glycogen 7%[76.3 µM].
For COc1ccc(Cl)cc1C(=O)NCCCSc1ccccc1 the results were GAA glycogen -17%[76.3 µM].
CC(C)c1ccc(OCC(=O)Nc2ccc(S(=O)(=O)Nc3ccccn3)cc2)cc1 was read as GAA glycogen -2%.
COc1ccc(NC(C)C(=O)N2CCN(Cc3ccccc3)CC2)cc1 (centres undefined) was read as GAA glycogen 6%.
For CCNc1nc(Nc2ccc(C)c(Cl)c2)c2cnn(C)c2n1 the results were GAA glycogen 3%.
O=C(Nc1ccc(Cl)c(Cl)c1)C1C2C=CC3(O2)C1C(=O)N(CCN1CCCCC1)C3C(=O)NC1CCCCC1 (centres undefined) was read as GAA glycogen 2%.
CN(C(=O)CN1C(=O)/C(=C/c2ccc(Cl)cc2)SC1=S)C1CCS(=O)(=O)C1 (centres undefined) was read as GAA glycogen -8%[76.3 µM].
For CCOc1ccc(CNC(=O)C(C)n2nc(C)c3c(C)n(-c4ccccc4)nc3c2=O)cc1 (centres undefined) the results were GAA glycogen 5%[76.3 µM].
CC(=O)Nc1ccccc1S(=O)(=O)CC1CC1(Cl)Cl (centres undefined) was read as GAA glycogen -26%.
`COCCn1nnnc1C(c1ccc(Cl)cc1)N1CCN(C(=O)c2ccco2)CC1` (centres undefined) gave GAA glycogen -12%.
Cc1ccc(F)c(NC(=O)c2cncn2-c2ccccc2)c1 was read as GAA glycogen -12%.
Screening CCOC(=O)C1CCCCN1C(=O)c1oc2c(Cl)cc(C)cc2c1C (centres undefined) returned GAA glycogen -6%[76.3 µM].
CCOc1ccc(N(C(=O)c2snc(C(N)=O)c2N)C(C(=O)NCC2CCCO2)c2ccco2)cc1 (centres undefined) was read as GAA glycogen 11%[76.3 µM].
For CCCC(C)NC(=O)Cn1c(=O)c2c(ncn2CCC(C)C)n(Cc2ccccc2)c1=O (centres undefined) the results were GAA glycogen -12%.
Cc1csc(C(=O)O)c1NC(=O)c1ccc(F)cc1 was read as GAA glycogen 6%.
`CCc1cc(=O)[nH]c(SCc2cccnc2)n1` gave GAA glycogen 6%[76.3 µM].
CC(=O)Nc1ccc(NC(=O)c2c(-c3ccccc3)noc2C)cn1 was read as GAA glycogen -1%[76.3 µM].
`CCCn1c(CN2CCN(C(C)=O)CC2)nc2cc(S(=O)(=O)N(C)C)ccc21` gave GAA glycogen 0%.
For O=C(/C=C/c1ccccc1)NCC(=O)N/N=C/c1ccco1 the results were GAA glycogen -6%[76.3 µM].
CC1(C)Cc2c(cnn2-c2cccc(F)c2)C(NC(=O)CN2CCCC2=O)C1 (centres undefined) was read as GAA glycogen 4%[76.3 µM].
`CCc1nn(C(CC)C(=O)NCC(C)c2ccccc2)c(=O)c2cc3occc3n12` (centres undefined) gave GAA glycogen -6%[76.3 µM].
`Cc1nnc(C)c2c(C)n(-c3ccc(Cl)c(N)c3)c(C)c12` gave GAA glycogen 25%.
`NC(=O)c1cc(S(=O)(=O)Nc2ccccc2)cs1` gave GAA glycogen -5%.
Cc1ccc(CNC(=O)C2CCN(c3nn4c(=O)cc(C)nc4s3)CC2)cc1 was read as GAA glycogen -6%[76.3 µM].
For Cc1ccc(NS(=O)(=O)c2ccc(-c3ccc(=O)[nH]n3)o2)c(C)c1 the results were GAA glycogen -7%[76.3 µM].
`Cc1c(C(=O)N2CCN(c3ccc(F)cc3)CC2)oc2c1C(=O)CCC2` gave GAA glycogen -14%[76.3 µM].
Screening Cc1c(C(=O)NC(C)c2ccc(-n3ccnc3)cc2)cccc1[N+](=O)[O-] (centres undefined) returned GAA glycogen -1%[76.3 µM].
For Cc1cccc(CS(=O)(=O)c2ncc(CO)n2C)c1 the results were GAA glycogen -1%.
Screening Cc1ccc(-n2nc3c(c2NC(=O)C2CC2)CS(=O)(=O)C3)cc1C returned GAA glycogen -12%[76.3 µM].
For O=C(CN1C(=O)c2ccccc2C1=O)N1CCN(S(=O)(=O)c2ccccc2)CC1 the results were GAA glycogen -14%[76.3 µM].
Screening COc1cc2c(c(OC)c1OC)-c1ccc(NC(=O)c3ccc(F)cc3)c(=O)cc1[C@@H](NC(C)=O)CC2 returned GAA glycogen -5%.
`COc1ccccc1NC(=O)CSc1nnnn1C1CCCCC1` gave GAA glycogen -1%.
CC(=O)c1cccc(NC(=O)CSc2ccc(-c3ccccn3)nn2)c1 was read as GAA glycogen 1%[76.3 µM].
CC1CCN(C(=O)c2cc3c(ccc4ccccc43)o2)CC1 was read as GAA glycogen -5%[76.3 µM].
`S=c1[nH]nc(Cc2n[nH]c(=S)n2-c2ccccc2)n1-c1ccccc1` gave GAA glycogen 6%.
Screening Cc1ccc(CNC(=O)CCSCc2ccc(C)cc2)cc1 returned GAA glycogen -3%.
Cc1cc(OCc2cc(C(=O)NC(C)c3c(C)nn(C)c3C)no2)cc(C)c1Cl (centres undefined) was read as GAA glycogen -8%[76.3 µM].
Screening CC(=O)c1ccc(NC(=O)C2C3C=CC(O3)C2C(=O)O)cc1 (centres undefined) returned GAA glycogen 6%.
COc1ccc(C(=O)N/C(=C\c2cn(S(=O)(=O)N(C)C)c3ccccc23)C(=O)NCCCN2CCOCC2)cc1 was read as GAA glycogen 2%[76.3 µM].
Screening O=C(Nc1ccnn1C1CCN(CCCC2CCCC2)CC1)c1ccccc1Cl returned GAA glycogen -2%[76.3 µM].
Screening CCN1CCc2c(sc(NC(=O)C3COc4ccccc4O3)c2C(N)=O)C1 (centres undefined) returned GAA glycogen -1%[76.3 µM].
Cc1[nH]c(=O)c(C#N)cc1-c1csc(-c2ccccc2)n1 was read as GAA glycogen -1%.
`CCC(C(=O)NCCCN(CC)Cc1ccccc1)n1nc(C)c2sc3ccccc3c2c1=O` (centres undefined) gave GAA glycogen 1%[76.3 µM].
For CCOc1ccc(N(CC(=O)NCc2cccnc2)S(=O)(=O)c2ccc(F)cc2)cc1 the results were GAA glycogen 1%[76.3 µM].
C[C@H](C(=O)NCc1ccccc1)C(=O)c1ccccc1 was read as GAA glycogen 0%[76.3 µM].
`CC(Oc1cc2oc(=O)c3c(c2cc1Cl)CCC3)C(=O)NCc1ccccn1` (centres undefined) gave GAA glycogen -4%[76.3 µM].
Screening Cc1ccc2nc(N3CCN(C(=O)CCCC(=O)O)CC3)nc(-c3ccccc3)c2c1 returned GAA glycogen 1%.
`CN(C)c1ccc2nc3c(=O)[nH]c(=O)nc-3n(CC(O)C(O)C(O)CO)c2c1` (centres undefined) gave GAA glycogen -3%.
For CCCC(C(=O)NC1CCCC1)N(C(=O)Cn1nnc(-c2ccc(C)o2)n1)c1ccccc1F (centres undefined) the results were GAA glycogen 7%[76.3 µM].
CCn1cc(C(=O)NN)c(=O)c2cc(F)c(N3CCCCC3)cc21 was read as GAA glycogen inconclusive.

A draw from above in order of length of the SMILES, highest first.
CN(C(=O)CN1C(=O)/C(=C/c2ccc(Cl)cc2)SC1=S)C1CCS(=O)(=O)C1 (centres undefined) was read as GAA glycogen -8%[76.3 µM].
`CC(=O)c1cccc(NC(=O)/C(=C\c2ccco2)NC(=O)c2ccco2)c1` gave GAA glycogen 2%[76.3 µM].
CCCCCC/C=N/Nc1nnc(Cc2ccc(OC)c(OC)c2)c(=O)[nH]1 was read as GAA glycogen -19%.
Screening CCN1CCc2c(sc(NC(=O)C3COc4ccccc4O3)c2C(N)=O)C1 (centres undefined) returned GAA glycogen -1%[76.3 µM].
For O=C(/C=C/c1ccccc1)NCC(=O)N/N=C/c1ccco1 the results were GAA glycogen -6%[76.3 µM].

(list continues)
Screening Oc1ccc(/C=N/N2CCCCC2)c(O)c1O returned GAA glycogen -1%.
For CCC(NC(=O)c1cc(COc2cncc(Cl)c2)on1)c1ccncc1 (centres undefined) the results were GAA glycogen -1%[76.3 µM].
CCOc1ccc(-c2ccc(SCC(=O)NC3CCCCC3)nn2)cc1 was read as GAA glycogen 0%[76.3 µM].
For CCN1CCc2c(sc(NC(=O)c3ccc(S(=O)(=O)N4CCCC4)cc3)c2C(=O)NC)C1 the results were GAA glycogen -3%[76.3 µM].
C#CCn1c2ccccc2c2nc3ccccc3nc21 was read as GAA glycogen 6%.
C=C1CCC(O)C2(C)CCC3C(C)C(=O)OC3C12O (centres undefined) was read as GAA glycogen -1%.
`Cc1ccc(CS(=O)Cc2ccc(C(=O)NC3CCCC(C)C3C)o2)cc1` (centres undefined) gave GAA glycogen -2%[76.3 µM].
Screening O=C(OCc1ccc(Cl)c(Cl)c1)c1ccc[nH]1 returned GAA glycogen 1%[76.3 µM].
For COc1cc(OC)cc(C(=O)N[C@H](C(=O)Nc2cc(F)ccc2C)C(C)C)c1 the results were GAA glycogen 10%.
`COC(=O)c1ccc(OC)c(CN2CCCN(Cc3ccc(F)cc3)S2(=O)=O)c1` gave GAA glycogen 0%.
Screening C=C(c1ccccc1O)n1ccnc1 returned GAA glycogen 2%.
Screening CCOc1ccccc1NC(=O)Cn1nnc(C(=O)NCCc2ccc(OCC)c(OCC)c2)c1N returned GAA glycogen 1%[76.3 µM].
`COc1cc(C(=O)N/N=C/c2cccc(Oc3ccccc3)c2)ccc1O` gave GAA glycogen 2%[76.3 µM].
`CCCc1cc(N2CCOCC2)n2nc(C)c(-c3ccccc3)c2n1` gave GAA glycogen 1%.
For O=C(N/N=C/c1ccc(-n2ccnc2)cc1)c1cccs1 the results were GAA glycogen -2%[76.3 µM].
COc1ccc(S(=O)(=O)NCC2CCCN(Cc3ccccc3Cl)C2)cc1 (centres undefined) was read as GAA glycogen 1%[76.3 µM].
COc1ccc(C(=O)N/N=C(\C)CC(=O)NC2CCCCC2)c(OC)c1 was read as GAA glycogen -27%[76.3 µM].
Screening O=C(Nc1cccc(C(=O)O)c1)Nc1cccc2ccccc12 returned GAA glycogen -1%.
Screening CN(CC(=O)Nc1ccc2c(c1)OCO2)S(=O)(=O)c1cccs1 returned GAA glycogen 0%.
For CCOc1ccccc1N(CC(=O)NCCSc1ccccn1)S(=O)(=O)c1ccc(C)cc1 the results were GAA glycogen -3%.
`N#Cc1c(SCC(=O)Nc2cccc(F)c2)sc2c(O)cc(=O)[nH]c12` gave GAA glycogen -2%[76.3 µM].
`Cc1ccc(OCC(O)CN2CCc3ccccc3C2)c(C)c1` (centres undefined) gave GAA glycogen -6%[76.3 µM].
For COc1cc2c(cc1OC)CN(CC(=O)Nc1ccc(F)cc1)C(C(=O)O)C2 (centres undefined) the results were GAA glycogen -3%.
For Cc1nnc(C)c2c(C)n(-c3ccccc3)c(C)c12 the results were GAA glycogen -14%.
CC(NC(=O)c1cc2ccccc2oc1=O)c1ccc(O)cc1 (centres undefined) was read as GAA glycogen -1%.
Cc1ccc2c(CN3CC(C)CC(C)C3)cc(=O)oc2c1C (centres undefined) was read as GAA glycogen 2%.
`CSc1ccc(S(=O)(=O)N2CCC(C(=O)Nc3ccccc3C(F)(F)F)CC2)cc1` gave GAA glycogen -16%[76.3 µM].
Cc1cccc(N=Nc2c(O)[nH]c3ccc(Br)cc23)c1 was read as GAA glycogen -2%.
For Cc1c(NC(=O)Nc2cccc(F)c2)c(=O)n(-c2ccccc2)n1C the results were GAA glycogen -6%[76.3 µM].
Screening COc1cccc(NC(=O)Cn2nnc(C(=O)Nc3cc(Cl)ccc3OC)c2N)c1 returned GAA glycogen -4%[76.3 µM].
Screening COc1ccccc1NC(=O)/C(C#N)=C/c1ccncc1 returned GAA glycogen 2%[76.3 µM].
Screening CCOc1ccc(/C(O)=C2/C(=O)C(=O)N(c3ccccn3)C2c2ccc(Cl)cc2)c(C)c1 (centres undefined) returned GAA glycogen -2%.
Screening CCCCC(=O)Nc1nnc(S(=O)(=O)N(CC)c2ccc(OC)cc2)s1 returned GAA glycogen -2%.
`COc1ccc2oc(C(=O)NCc3cc(OC)c(OC)cc3OC)c(C)c2c1` gave GAA glycogen -7%[76.3 µM].
For COc1ccc(-c2cc(=O)oc3c(C)c(OCC(=O)N(C)C)ccc23)cc1 the results were GAA glycogen -3%[76.3 µM].

Fetched by structure from the list above, three records:
Screening COc1cccc(NC(=O)Cn2nnc(C(=O)Nc3cc(Cl)ccc3OC)c2N)c1 returned GAA glycogen -4%[76.3 µM].
CC(NC(=O)c1cc2ccccc2oc1=O)c1ccc(O)cc1 (centres undefined) was read as GAA glycogen -1%.
For COc1ccc(-c2cc(=O)oc3c(C)c(OCC(=O)N(C)C)ccc23)cc1 the results were GAA glycogen -3%[76.3 µM].

A portion of the library. The share of hits here may be higher or lower than overall.
